Compound activity from PubChem.
14-3-3 PPI: modulators of human 14-3-3 gamma - Raf peptide interaction | P61981 | hit rate 0.19% among 160,000 | AID 422 | inhibition, % at 40 µM | FP, 14-3-3gamma / TMR-pS259-Raf peptide binding; in the data active = inhibition above about 30%;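 also: 0% = protein plus tracer without compound and 100% = blank with tracer alone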
Target sequence (P61981 whole entry, looked up): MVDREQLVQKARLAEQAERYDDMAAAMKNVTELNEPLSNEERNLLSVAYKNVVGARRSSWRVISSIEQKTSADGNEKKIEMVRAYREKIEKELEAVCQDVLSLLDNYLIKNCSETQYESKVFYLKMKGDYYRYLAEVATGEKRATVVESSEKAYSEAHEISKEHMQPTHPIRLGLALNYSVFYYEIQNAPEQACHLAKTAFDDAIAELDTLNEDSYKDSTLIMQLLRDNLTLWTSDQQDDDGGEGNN
Numbers without * were called inactive; & = joins results of further samples.

nr	molecule	14-3-3 PPI
1	O=C(CC1(O)C(=O)N(Cc2ccc(Cl)cc2)c2ccccc21)c1ccc(Br)cc1 (stereo not given)	0.3
2	COc1ccc(-c2nc3cc(NC(=O)c4cc(OC)cc(OC)c4)ccc3o2)cc1	0.2
3	Cc1ccc(C(=O)COC(=O)c2ccc(N3C(=O)C4CCC(C)CC4C3=O)cc2)cc1[N+](=O)[O-] (stereo not given)	3.9
4	O=C(CSc1nnc(-c2ccc(S(=O)(=O)N3CCCC3)cc2)n1CC1CCCO1)NC1CC1 (stereo not given)	-8.1
5	CCC(=O)Oc1ccc(C2Sc3ccccc3NC3=C2C(=O)c2ccccc23)cc1 (stereo not given)	-60.9
6	COCCNC(=O)c1cnn2c(C)c(Cc3ccc(F)cc3)c(C)nc12	-3.8
7	CCn1cc(C(=O)N2CCCC2)c(=O)c2cc(S(=O)(=O)N(C)C)ccc21	-0.1
8	COc1ccccc1NC(=O)CSc1nc2ccc(N3CCOCC3)cc2c(=O)n1Cc1ccc2c(c1)OCO2	-4.5
9	CC(=O)OC1CC(C)(C)N(OC(=O)c2ccc(N)cc2)C(C)(C)C1	-11.2
10	CCOC(=O)c1[nH]c(C)c(CCC(=O)OC)c1C	-6.5
11	Cc1ccc(NC(=O)Cn2c(=O)[nH]c3ccsc3c2=O)cc1	1.7
12	CCn1c(=O)c(C(=O)CN2CCOCC2)c(N)n(Cc2ccccc2)c1=O	-4.4
13	CC1=C(C(=O)Nc2cccnc2)C(c2ccncc2)n2nnnc2N1 (stereo not given)	-13.9
14	CCCn1c(N2CCN(Cc3cccc(C)c3)CC2)nc2c1c(=O)[nH]c(=O)n2C	-3.9
15	CCCCCn1c(=S)[nH]c2cc(C(=O)NCc3ccc(OC)cc3)ccc2c1=O	-7.8
16	COc1cccc(-c2cnc(NCc3cc(Cl)ccc3O)n2C)c1	-6.9
17	COc1ccccc1NC(=O)N(Cc1ccco1)Cc1cc2cc(C)cc(C)c2[nH]c1=O	4.5
18	Cc1nc2ccc(S(=O)(=O)NCC(=O)N(C)Cc3ccco3)cc2s1	5.2
19	Cc1cccc(Nc2ncnc3ccccc23)c1	6.0
20	CCC(=O)Nc1ccc(S(=O)(=O)Nc2cccnc2)cc1	5.1
21	CCCc1cc(=O)oc2c(CN3CCN(C)CC3)c(O)c(Cl)cc12	-0.6
22	COc1ccc(S(=O)(=O)N2CCCN(S(=O)(=O)c3ccc(OC)cc3)CC2)cc1	0.0
23	Cc1cc(Cl)ccc1NC(=O)C1CCN(S(=O)(=O)c2ccc(F)cc2)CC1	-4.7
24	c1ccc(-c2cn3ccc4ccccc4c3n2)cc1	-11.0
25	Cc1ccc(C2C(=O)N(C3CCC(C)CC3)CC(=O)N2CCC2=CCCCC2)cc1 (stereo not given)	-10.2
26	COC(=O)Cc1c(C)c2c(O)cc(C)cc2oc1=O	0.3
27	COc1ccccc1S(=O)(=O)Cc1ccc(C(=O)N2CCN(c3ccccc3)CC2)o1	-0.5
28	CCOC(=O)c1cc(-c2ccncc2)nc2c1c(C)nn2C	-2.5
29	COc1ccc(NC(=O)CCS(=O)(=O)c2nc(-c3ccc4c(c3)OCO4)cc(C(F)(F)F)n2)cc1	-9.2
30	Cc1ccc(C(=O)Nc2ccc(NC(=O)c3ccc(C(C)(C)C)cc3)cc2)cc1[N+](=O)[O-]	4.6
31	COc1ccc(OC)c(NC(=O)c2ccc(-c3ccc([N+](=O)[O-])cc3)o2)c1	-8.6
32	CCC1SC2=NC(C)=C(C(=O)OC)C(c3cccs3)N2C1=O (stereo not given)	-1.1
33	CCc1ccc(NC(=O)CSc2nccn2-c2ccccc2)cc1	-12.1
34	Clc1ccc(-c2nc(NCCCN3CCOCC3)c3ccccc3n2)cc1	2.8
35	Cc1ccccc1S(=O)(=O)Cc1ccc(C(=O)NCCN2CCN(Cc3ccccc3)CC2)o1	1.8
36	Cc1cccc(Cc2cnc(NC(=O)COc3cccc(C)c3)s2)c1	3.2
37	COc1ccc(C2NCCO2)cc1OC (stereo not given)	-6.7
38	Cc1ccc2cc3cc(C(=O)NC4CCCC(C)C4C)sc3nc2c1 (stereo not given)	-66.2
39	O=C1c2ccc(F)cc2C(=O)N1Cc1ccc(F)cc1	-0.8
40	O=[N+]([O-])c1ccc(CSc2nc(NCC3CCCO3)c3ccccc3n2)cc1 (stereo not given)	3.8
41	CC(C)(C)NC(=O)C(c1ccc(F)cc1)N(Cc1ccco1)C(=O)c1csnn1 (stereo not given)	-3.8
42	CC12CC(NC(=O)N1c1cccc(C(=O)Nc3ncn[nH]3)c1)c1ccccc1O2 (stereo not given)	0.1
43	COc1ccc(C2CC(=O)C3=C(C2)Nc2ccccc2NC3c2ccc(C(F)(F)F)cc2)cc1 (stereo not given)	1.4
44	O=C(Nc1ccc(Br)cc1)C1CCCN(S(=O)(=O)c2ccc(Br)s2)C1 (stereo not given)	-2.3
45	COc1ccc(CCC(=O)NCCOc2ccc(C)cc2)cc1	-4.4
46	CN(CCO)c1cc(N2CCCCCC2)c2nonc2c1[N+](=O)[O-]	-7.0
47	O=CN1CCN(C(C(=O)NC2CCCCC2)c2ccc(Cl)cc2)CC1 (stereo not given)	0.3
48	COC(=O)c1c(NC(=O)CSc2ccccn2)sc2c1CCC(C(C)(C)C)C2 (stereo not given)	-46.9

Already shown: entries from further up.
nr	molecule	14-3-3 PPI
39	O=C1c2ccc(F)cc2C(=O)N1Cc1ccc(F)cc1	-0.8
40	O=[N+]([O-])c1ccc(CSc2nc(NCC3CCCO3)c3ccccc3n2)cc1 (stereo not given)	3.8
41	CC(C)(C)NC(=O)C(c1ccc(F)cc1)N(Cc1ccco1)C(=O)c1csnn1 (stereo not given)	-3.8
42	CC12CC(NC(=O)N1c1cccc(C(=O)Nc3ncn[nH]3)c1)c1ccccc1O2 (stereo not given)	0.1
43	COc1ccc(C2CC(=O)C3=C(C2)Nc2ccccc2NC3c2ccc(C(F)(F)F)cc2)cc1 (stereo not given)	1.4
44	O=C(Nc1ccc(Br)cc1)C1CCCN(S(=O)(=O)c2ccc(Br)s2)C1 (stereo not given)	-2.3
45	COc1ccc(CCC(=O)NCCOc2ccc(C)cc2)cc1	-4.4

Following part.
nr	molecule	14-3-3 PPI
49	Cn1nnnc1SCc1cc(=O)[nH]c2ccccc12	-0.8
50	CC(C)(C#N)Nn1cnnc1	-0.4
51	COCCNC(=O)CSc1nc2c(n1-c1ccccc1)CCCC2	2.4
52	COc1ccc(C(=O)Nc2ccccc2F)cc1[N+](=O)[O-]	-1.6
53	CCOC(=O)CC(N)c1ccc(OC)cc1 (stereo not given)	5.0&-10.6
54	COCCNC(=O)CN(c1ccccc1OC)S(C)(=O)=O	-6.0&1.1
55	COc1cccc2cc(-c3csc(CC#N)n3)c(=O)oc12	-29.0
56	Cc1nnc2sc(-c3ccc(NC(=O)c4cccnc4)cc3)nn12	2.1
57	O=C1N(O)C2(C=CCCC2)/C(=N\O)C12CCCCC2 (stereo not given)	2.5
58	CCCCCn1c(NCCCC)nc2c1c(=O)[nH]c(=O)n2C	-13.5
59	NC(=O)COc1ccc(-n2cnnn2)cc1	7.1
60	CN1CCN(C(=O)c2nn3c(c2Cl)NC(c2ccccc2)CC3C(F)(F)F)CC1 (stereo not given)	1.4
61	O=P(CCNCc1ccco1)(c1ccccc1)c1ccccc1	1.1&-11.3
62	CC(C)C(=O)Nc1nnc(CCc2nnc(NC(=O)C(C)C)s2)s1	-7.1
63	Clc1ccc(NCc2nc3ccccc3n2CCOc2ccccc2)cc1	-12.4
64	CCOc1ccc(Nc2ncnc(N)n2)cc1	-1.7&-4.1
65	CCCN(CCC)C(=O)Cn1c(=O)n(CCCCC(=O)NC2CCCC2)c(=O)c2ccccc21	-9.3
66	COc1cccc(CN(C(=O)c2cc3ccccc3oc2=O)C2CC2)c1	-3.6
67	COc1ccc(Cc2nn3c(Cn4nnc5ccccc54)nnc3s2)cc1	-9.4
68	CC1CC(C)(C)NC(=S)N1c1cccc(O)c1 (stereo not given)	-6.0
69	COc1cccc(NC(=O)CCS(=O)(=O)c2cccs2)c1	-5.6&-1.3
70	CCC(C)N1C(=O)CCC1C(=O)NCCc1ccc(Cl)cc1 (stereo not given)	-7.8
71	COc1ccc(C2=C(C)CC(C)(C)NC2=O)cc1OC	6.8
72	Cc1ccccc1OCc1n[nH]c(=S)n1-c1ccccc1	-10.8
73	CCCOC(=O)C1=C(C)NC2=C(C(=O)CCC2)C1c1cc(OC)c(OC)cc1[N+](=O)[O-] (stereo not given)	1.5
74	Cc1nnc(SCC(=O)c2cc(C)n(-c3c(C)n(C)n(-c4ccccc4)c3=O)c2C)s1	-3.7
75	N#CC1=C(SCC(=O)c2cc3ccccc3oc2=O)NC(=O)C(C#N)C12CCCC2 (stereo not given)	-8.0
76	O=C(NC1CCS(=O)(=O)C1)c1c(NC(=O)C2COc3ccccc3O2)sc2c1CCCC2 (stereo not given)	-12.3
77	C=CCOC(=O)CN1C(=O)c2ccccc2C1=O	-7.3
78	COc1ccc(CN2C(=O)CN(C3CCCCCC3)C(=O)C2c2ccc(OC(C)C)c(OC)c2)cc1 (stereo not given)	-3.5
79	COc1ccccc1-n1c(C)nc2cc(C(=O)NCCN3CCOCC3)ccc21	-146.8
80	O=C(Nc1sc2c(c1C(=O)Nc1ccccc1)CCC2)c1ccccc1Br	-65.6
81	CCOC(=O)Cc1cc(=O)[nH]c(/N=C(/N)Nc2ccc(OCC)cc2)n1	1.3
82	C=CCNc1nc(-c2ccccc2)cc(C(F)(F)F)c1C#N	-14.9
83	O=C(Nc1ccc(F)cc1)Nc1ccc(Cl)cn1	4.0
84	Cc1ccccc1C1C=C(c2ccc(Cl)cc2OC(F)F)Nc2ncnn21 (stereo not given)	0.7
85	CCn1cc(C(=O)NCCOC)c(=O)c2ccc(C)nc21	1.6&-8.7
86	CCOc1cc(C2C(C(C)=O)=C(O)C(=O)N2CC(C)O)ccc1O (stereo not given)	2.5
87	COc1cccc(C2CC(=O)N3CN(c4cccc(Cl)c4C)CSC3=C2C#N)c1OC (stereo not given)	-1.7
88	Cc1oc2c(CN3CCOCC3)c(O)ccc2c(=O)c1-c1ccccc1	-5.1
89	Cc1cc(C)cc(NC(=O)C2CCCN(c3nc(C)cc(C)n3)C2)c1 (stereo not given)	1.1
90	CC1=C(C(=O)OCC2CCCO2)C(c2ccccc2Cl)C2=C(CCCC2=O)N1 (stereo not given)	-2.9
91	CN(CCC#N)C(C(=O)NC1CCCC1)c1ccc(Cl)cc1 (stereo not given)	-11.4
92	CN1CCN(CCCNC(=O)CN2C(=O)COc3ccccc32)CC1	-2.8
93	Cc1c(OCc2ccccc2)ccc2c1oc(=O)c1ccccc12	-8.2
94	COc1ccc(S(=O)(=O)NCCC(=O)O)cc1	-6.9
95	NS(=O)(=O)c1ccccc1C(=O)N1CCN(C(=O)c2ccccc2S(N)(=O)=O)CC1	-2.4
96	O=C1Nc2cc(C(=O)N3CCc4ccccc4C3)ccc2SC1N1CCCCC1 (stereo not given)	-8.2
97	CCn1c(C(=O)N2CCCC(C(=O)NCCCc3ccccc3)C2)cc2sccc21 (stereo not given)	5.2
98	COc1ccc(NC(=O)c2coc3ccccc23)cc1OC	-5.2
99	CC(=O)Nc1cc(C(=O)NCCc2ccc(Cl)cc2)ccc1Sc1ccc(Cl)cc1	-5.3
100	O=C(CNC1=NCCC1)c1ccc2c(c1)OCCO2	-4.8
101	Cc1cccc(OCc2nc(C#N)c(NCc3ccc4c(c3)OCO4)o2)c1	-6.0
102	CCOc1ccc(Nc2nc3c(c(=O)[nH]2)CCC3)cc1	-4.4
103	O=c1cc(-c2ccccc2)[nH]n1-c1nc2ccccc2[nH]1	0.0
104	Cn1c(=O)n(C)c2cc([N+](=O)[O-])c(NC3CCCCC3)cc21	-3.2

The list goes on.
nr	molecule	14-3-3 PPI
105	Cc1ccccc1NC(=O)c1c(C)nc(SCC(N)=O)c(C#N)c1-c1ccc(Cl)cc1	0.0
106	Cc1ccc(CSCC(=O)NCc2ccccc2Cl)cc1	-0.9
107	CCOC(=O)N1CCN(c2nc(C)c3c(n2)CCCC3=O)CC1	-5.7
108	CC1CCCCC1NS(=O)(=O)c1ccc2c(c1)CCN2C(=O)C1CC1 (stereo not given)	-5.8
109	CC1=C(C(=O)Nc2ccc(C)cc2)C(c2ccccc2)NC(=S)N1 (stereo not given)	-4.0
110	C=CCN(c1ccccc1)S(=O)(=O)c1ccc2c(c1)CC(C)N2C(=O)CC (stereo not given)	-9.5
111	O=C(NCC(=O)N1CCCCCC1)c1cccs1	-9.4
112	CCOc1ccc(-c2n[nH]c(=S)n2CC)cc1	4.9
113	CCOC(=O)Cc1csc(NC(=O)c2cc3ccccc3oc2=O)n1	4.2
114	CC(=O)N1c2ccc(S(=O)(=O)CCC(=O)Nc3ccc(Br)c(C)c3)cc2CC1C (stereo not given)	-15.6
115	Clc1cccc(-c2ccc(/C=N/n3cnnc3)o2)c1	-3.1
116	CCCS(=O)(=O)c1c(S(=O)(=O)CCC)c2ccc(C(N)=O)cn2c1C(=O)c1ccc(F)cc1	-1.4
117	CC1(C)C(N(O)C(=O)Nc2ccccc2)N(c2cccc(Cl)c2)C(=O)N1O (stereo not given)	-5.9
118	COCCn1c(CN2CCC(Cc3ccccc3)CC2)nc2c1c(=O)n(C)c(=O)n2C	2.5
119	CCC1(C)Cc2c(sc3[nH]c(=S)n(-c4ccc(C)cc4)c(=O)c23)CO1 (stereo not given)	-4.5
120	Cc1cccc(N2CN(Cc3ccco3)CNC2=S)c1C	-6.2
121	O=C1CSC(c2cc3c(cc2Br)OCO3)N1c1ccccc1F (stereo not given)	-3.2
122	CC(C)Cn1c(=O)c2c(nc3n2CCCN3CCc2ccccc2)n(C)c1=O	2.4
123	Brc1cccc(-c2nnc3sc(CN4CCC5(CC4)OCCO5)cn23)c1	-4.9
124	CS(=O)(=O)Nc1cccc(C2=NN(S(=O)(=O)c3ccccc3)C(c3ccccc3F)C2)c1 (stereo not given)	-16.4
125	O=c1c2ccccc2nc2c3ccccc3c(N3CCOCC3)nn12	-15.5&-1.8
126	CCc1nnc(NC(=O)C2Cc3ccccc3CN2S(=O)(=O)c2cccs2)s1 (stereo not given)	-9.6
127	COc1cccc(C2NC(=O)NC(O)(C(F)(F)F)C2C(=O)c2cccnc2)c1OC (stereo not given)	1.2
128	O=C(Cc1c(C(=O)O)[nH]c2ccccc12)NC1CCCC1	1.6
129	O=c1cc(-c2ccco2)oc2ccc(Cl)cc12	1.5

These rows are one share of the data (hit frequency here may not be typical).
